Screening results (PubChem BioAssay)
MITF inh: MITF inhibitors, primary screen, biochemical, AlphaScreen, human | inhibition, % at 2.6 µM | 650,000 compounds, 0.91% hits | AlphaScreen MITF homodimerization, bead proximity signal; in the data active = inhibition above about 50%;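 note: 0% = vehicle wells with protein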
GPR151 ag: activators of human GPR151, primary screen, cell-based, PathHunter beta-arrestin, luminescence; activation, % at 11.2 µM; AID 1508602, 2020; PathHunter beta-arrestin GPR151 cells; G-protein coupled receptor 151 (Homo sapiens), Q8TDV0; 650,000 compounds, 1% hits; in the data active = activation above about 4.9%;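 note: 0% = median of compound wells and 100% = cells with positive control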
FBW7 activator: FBW7 E3 ligase activators, primary screen, biochemical, AlphaScreen, human; AlphaScreen FBW7–phospho-cyclin E peptide binding, activator screen; normalized activity (activation), % at 26.1 µM; 650,000 compounds, 0.13% hits; AID 1259310, 2017; in the data active = normalized activity above about 1.9%;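 note: purified mutant Fbw7 with reduced substrate affinity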
Target sequence (Q969H0 whole entry, looked up): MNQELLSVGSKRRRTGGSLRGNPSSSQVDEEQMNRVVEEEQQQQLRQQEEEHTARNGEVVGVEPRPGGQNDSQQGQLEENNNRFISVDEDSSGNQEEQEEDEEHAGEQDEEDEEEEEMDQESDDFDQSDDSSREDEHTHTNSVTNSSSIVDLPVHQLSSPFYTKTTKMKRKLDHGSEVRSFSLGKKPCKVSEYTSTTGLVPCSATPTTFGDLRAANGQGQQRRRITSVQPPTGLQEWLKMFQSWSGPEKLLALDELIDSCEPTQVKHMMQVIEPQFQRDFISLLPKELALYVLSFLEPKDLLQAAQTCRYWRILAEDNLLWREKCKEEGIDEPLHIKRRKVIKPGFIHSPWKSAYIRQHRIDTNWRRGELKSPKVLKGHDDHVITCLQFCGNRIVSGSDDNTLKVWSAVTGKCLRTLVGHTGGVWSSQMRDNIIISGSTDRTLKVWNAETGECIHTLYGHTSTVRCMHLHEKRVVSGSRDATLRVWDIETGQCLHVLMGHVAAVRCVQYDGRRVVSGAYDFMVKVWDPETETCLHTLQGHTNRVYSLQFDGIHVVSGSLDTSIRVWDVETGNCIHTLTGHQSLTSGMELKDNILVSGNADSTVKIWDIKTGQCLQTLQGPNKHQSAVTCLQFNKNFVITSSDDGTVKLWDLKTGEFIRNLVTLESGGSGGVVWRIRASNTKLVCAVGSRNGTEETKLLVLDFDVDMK
TEAD-YAP block: TEAD-YAP interaction inhibition, primary screen, TEAD-YAP interaction inhibitor project, luminescence, HEK-TIYL cells; TEAD-Gal4/YAP UAS-luciferase luminescence; inhibition, % at 9.12 µM; 640,000 compounds, 1.4% hits; in the data active = inhibition above about 32%;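 note: 0% = median of test compound wells and 100% = reference inhibitor wells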
* = called active by the depositor.

SMILES	MITF inh	GPR151 ag	FBW7 activator	TEAD-YAP block
COc1ccccc1/C=N/Nc1nncc(=O)[nH]1	8	-1.4	-0.4	13
C=COCCNC(=O)Nc1ccc(OC)cc1	4	4.0	-0.1	-2
Cc1ccccc1/C(N)=N/OC(=O)c1ccc([N+](=O)[O-])cc1	22	0.8	0.8	-6
COc1ccccc1/C=N/NC(=O)CC(=O)NC1CCCCC1	-1	0.1	-0.1	5
COc1ccc(-n2cc(-c3ccccc3)c3c(NN4CCOCC4)ncnc32)cc1	7	0.8	-0.2	1
Cc1cc2nnc(SCC(=O)Nc3cccc(C(F)(F)F)c3)n2c2ccccc12	-14	-0.5	-0.1	13
CC(C)(C)NC(=O)C1CCC2CC3CCC4NC(=O)C=CC4(C)C3CC21C (stereo not given)	-5	0.2	0.0	-4
COc1ccc(NC(=O)CSc2nc3cccnc3n2Cc2ccccc2)c(OC)c1	4	-0.2	0.1	-6
Cc1ccc(S(=O)(=O)NCCc2sc(-c3cccc(C)c3)nc2C)cc1	4	-0.1	0.0	8
O=C1NC(=O)c2c1cc1ccc3ccccc3c1c2-c1ccccc1	-6	0.5	-0.1	5
CCC[C@@H]1NC(=O)[C@H]2CN(Cc3cccc(OC)c3)CCN2C1=O	3	-0.2	0.0	-2
CCN(CC)CCN1C(=O)C2C(C(=O)Nc3ccc(F)c(Cl)c3)C3C=CC2(O3)C1C(=O)NC1CCCC(C)C1C (stereo not given)	4	1.9	-0.1	11
CC1=NN(c2cccc(Cl)c2)C(=O)/C1=C\c1ccc(-c2cc([N+](=O)[O-])ccc2O)o1	-4	-0.7	-0.1	0
Cc1onc(-c2c(Cl)cccc2Cl)c1C(=O)NCCc1ccccc1	13	-1.4	0.8	-1
CC(C)(C)C1=NN(CC(=O)NCCCN2CCCC2=O)C(=O)c2cc3sccc3n2C1	2	2.4	0.1	6
Cc1ccc(N(CC(O)Cn2c3ccccc3c3ccccc32)S(=O)(=O)c2ccc(Cl)cc2)cc1 (stereo not given)	7	-0.6	0.0	2
O=C(O)c1ccc2c(c1)C(=O)N(c1cccc(NC(=O)c3ccccc3)c1)C2=O	13	-0.8	0.1	-6
CCCN1C(=O)/C(=C/c2cccnc2)SC1=S	-1	-0.9	-0.1	-1
CCc1ccc(-c2cn3nc(C)c(C)nc3n2)cc1	-1	-7.5	0.3	92*
O=C(NCC1COc2ccccc2O1)C1CCC(Cn2c(=S)[nH]c3ccccc3c2=O)CC1 (stereo not given)	12	-1.5	-0.1	-4

Taken from the results shown for reference:
SMILES	MITF inh	GPR151 ag	FBW7 activator	TEAD-YAP block
COc1ccccc1/C=N/Nc1nncc(=O)[nH]1	8	-1.4	-0.4	13
C=COCCNC(=O)Nc1ccc(OC)cc1	4	4.0	-0.1	-2
Cc1ccccc1/C(N)=N/OC(=O)c1ccc([N+](=O)[O-])cc1	22	0.8	0.8	-6
COc1ccccc1/C=N/NC(=O)CC(=O)NC1CCCCC1	-1	0.1	-0.1	5
COc1ccc(-n2cc(-c3ccccc3)c3c(NN4CCOCC4)ncnc32)cc1	7	0.8	-0.2	1
Cc1cc2nnc(SCC(=O)Nc3cccc(C(F)(F)F)c3)n2c2ccccc12	-14	-0.5	-0.1	13
CC(C)(C)NC(=O)C1CCC2CC3CCC4NC(=O)C=CC4(C)C3CC21C (stereo not given)	-5	0.2	0.0	-4
COc1ccc(NC(=O)CSc2nc3cccnc3n2Cc2ccccc2)c(OC)c1	4	-0.2	0.1	-6
Cc1ccc(S(=O)(=O)NCCc2sc(-c3cccc(C)c3)nc2C)cc1	4	-0.1	0.0	8
O=C1NC(=O)c2c1cc1ccc3ccccc3c1c2-c1ccccc1	-6	0.5	-0.1	5
CCC[C@@H]1NC(=O)[C@H]2CN(Cc3cccc(OC)c3)CCN2C1=O	3	-0.2	0.0	-2
CCN(CC)CCN1C(=O)C2C(C(=O)Nc3ccc(F)c(Cl)c3)C3C=CC2(O3)C1C(=O)NC1CCCC(C)C1C (stereo not given)	4	1.9	-0.1	11
CC1=NN(c2cccc(Cl)c2)C(=O)/C1=C\c1ccc(-c2cc([N+](=O)[O-])ccc2O)o1	-4	-0.7	-0.1	0
Cc1onc(-c2c(Cl)cccc2Cl)c1C(=O)NCCc1ccccc1	13	-1.4	0.8	-1
CC(C)(C)C1=NN(CC(=O)NCCCN2CCCC2=O)C(=O)c2cc3sccc3n2C1	2	2.4	0.1	6
Cc1ccc(N(CC(O)Cn2c3ccccc3c3ccccc32)S(=O)(=O)c2ccc(Cl)cc2)cc1 (stereo not given)	7	-0.6	0.0	2

(next part)
SMILES	MITF inh	GPR151 ag	FBW7 activator	TEAD-YAP block
Cc1ccc(C)c2nc3sc(C(=O)NCC4CCCO4)c(N)c3cc12 (stereo not given)	8	1.6	0.2	-9
CC(=O)Nc1cnn(-c2ccc(C(=O)NCCc3nc(C)c(C)s3)cc2)c1	6	-0.5	0.2	7
O=C(NCCCN1CCCC1=O)C1CCN(S(=O)(=O)c2ccc(F)cc2)CC1	10	-1.9	0.1	2
COc1ccc(NC(=S)N2CCCC(C)C2)c(OC)c1 (stereo not given)	9	-0.7	0.2	-6
S=c1[nH]nc(-c2cccnc2)n1/N=C/c1c[nH]c2ccccc12	19	0.9	0.0	-1
COc1ccc(/C=C(\C#N)C(=O)Nc2ccc(F)cc2)c(OC)c1	23	6.9*	0.0	-12
COc1ccc(CC(=O)Nc2cc(C)ccc2O)cc1OC	-24	-2.0	0.3	5
CCN1C(=O)/C(=C/c2c(NCc3ccc(C)cc3)nc3ccccn3c2=O)SC1=S	3	-0.5	-0.1	-9
COC(=O)C(NC(C)=O)(Nc1sc2c(c1C#N)CCCCC2)C(F)(F)F (stereo not given)	11	0.1	0.2	-6
C=CCNC(=O)CN(Cc1ccccc1)S(=O)(=O)c1cc(Cl)ccc1Cl	2	-0.5	0.2	4
CCOC(=O)c1c(C)oc2cc(Br)c(OC(C)C(=O)OCC)cc12 (stereo not given)	-4	-0.3	0.1	3
CN(CC(=O)Nc1cccnc1)S(=O)(=O)c1ccc2ccccc2c1	16	-0.8	0.1	7
COc1cccc(-c2nnc3sc(NC(=O)c4ccccc4OC)nn23)c1	-20	-1.6	0.3	-5
O=C(Nc1cccc(Oc2ccc3c(c2)C(=O)N(c2ccccc2)C3=O)c1)c1cccs1	8	0.1	0.3	6
COc1ccc(S(=O)(=O)N2C3CCC2CC(NC(=O)NC2CCCCC2)C3)cc1 (stereo not given)	2	0.7	0.1	2
N#C/C(=C/c1ccc(-c2ccccc2[N+](=O)[O-])o1)C(N)=S	1	0.6	-0.2	-3
COc1cccc(CC(=O)Nc2cnc3cnc(-c4ccc5[nH]ccc5c4)cn23)c1	-6	-0.6	-0.1	7
C[C@@H](c1ccccc1)n1c(=O)[nH]c2nc(-c3ccc(S(C)(=O)=O)cc3)cnc21	18	-0.4	0.1	-4
O=C(Nc1cccc(C(F)(F)F)c1)c1ccc(NC(=O)C2CCCO2)cc1 (stereo not given)	0	-0.5	0.0	28
CC1=C(C(N)=O)C(c2ccccc2F)NC(=S)N1 (stereo not given)	14	-0.1	-0.1	0
COC(Cn1cc(C)c(=O)[nH]c1=O)OC	0	1.9	-0.1	0
Cc1cnc(NCCCN2CCCC2=O)nc1NCCCN1CCCC1=O	10	6.8*	-0.1	4
COc1ccc(-c2ccc(N3CCN(C(=O)CCCc4ccccc4)CC3)nn2)cc1OC	11	2.1	0.1	3
O=C(Nc1ccc(F)cc1F)c1cccnc1Cl	1	0.3	0.1	-4
Cc1noc(C)c1C(=O)Nc1ccc(S(=O)(=O)NCc2ccccc2)cc1	7	-0.9	-0.1	10
O=C(c1ccco1)N1CCN(S(=O)(=O)c2ccc(Cl)c(C(F)(F)F)c2)CC1	11	1.4	0.0	8
Clc1ccc(C2=CC(c3cccc(Br)c3)n3nnnc3N2)cc1 (stereo not given)	-5	-0.7	0.0	-7
Nc1cc(S(=O)(=O)Nc2ccccc2F)ccc1Cl	4	0.5	0.0	3
O=C(O)CC(c1cccc2ccccc12)n1cccc1 (stereo not given)	-9	1.9	0.0	-10
O=C(CSc1nnc2c(n1)[nH]c1ccc(F)cc12)NCc1ccco1	29	-1.0	0.0	10
CCC[C@@H]1NC(=O)[C@@H]2C[C@H](NC(=O)c3ccc(C)c(F)c3)CN2C1=O	-16	2.5	-0.1	2
O=C(C1CC12CCN(Cc1cccn1-c1ccccn1)CC2)N1CCc2ccccc2C1 (stereo not given)	-12	0.5	0.1	-7
O=C(N/N=C\c1ccccc1F)c1cncc(Br)c1	-1	-1.0	0.0	-5
COc1ccc2c(c1OC)OC[C@@H](c1ccc(OC)c(OC)c1OC)C2	20	-1.1	0.6	-23
CCCOC(=O)C(C)Oc1ccc2c(=O)c(Oc3cccc(C)c3)coc2c1 (stereo not given)	0	0.2	0.7	11
Cc1nc2cc(N3CCN(C)CC3)c(NC(=O)C3CC3)cc2c(=O)n1Cc1ccccc1	3	0.1	0.1	34*
CCOC(=O)N1CCN(CC(=O)Nc2cc(C)c3c(=O)oc4ccccc4c3n2)CC1	2	-0.8	-0.1	-4
O=C(O)c1ccc(-n2cc(CCCO)c(C(F)(F)F)n2)cc1	15	-1.7	0.2	-3
Cc1cc(Nc2ccccc2C)n2cnnc2n1	0	1.0	-0.2	2
O=C(Nc1ccc(S(=O)(=O)Nc2nccs2)cc1)c1ccccc1C(F)(F)F	-1	1.0	-0.1	-5

A draw from above in order of number of heavy atoms, descending.
SMILES	MITF inh	GPR151 ag	FBW7 activator	TEAD-YAP block
Cc1cnc(NCCCN2CCCC2=O)nc1NCCCN1CCCC1=O	10	6.8*	-0.1	4
Clc1ccc(C2=CC(c3cccc(Br)c3)n3nnnc3N2)cc1 (stereo not given)	-5	-0.7	0.0	-7
Nc1cc(S(=O)(=O)Nc2ccccc2F)ccc1Cl	4	0.5	0.0	3
O=C(Nc1ccc(F)cc1F)c1cccnc1Cl	1	0.3	0.1	-4

Next records:
SMILES	MITF inh	GPR151 ag	FBW7 activator	TEAD-YAP block
O=C(CN(CCc1ccccc1)S(=O)(=O)c1ccccc1)Nc1ccc2c(c1)OCO2	-5	0.0	-0.1	-8
C=CCOc1cc(Cl)c(C=O)cc1OCC	-10	-0.5	-0.1	-3
Cc1ccc(NC(=O)Cn2c(=O)oc3cc(S(=O)(=O)NC4CCCC4)ccc32)cc1C	5	-0.1	0.0	9
CCOC(=O)C1=C(C)N(C)C(C)=C(C(=O)OCC)C1c1ccc(C(=O)OC)cc1	-3	-1.9	0.0	8
CN1CCN(C(=O)c2ccc(-c3nc4ncnc(NCc5cccnc5)c4[nH]3)cc2)CC1	11	-0.8	0.3	0
COc1ccc(C(=O)Nc2cccc(-c3nc4cc(C)cc(C)c4o3)c2)cc1	-5	-0.2	-0.2	-7
O=C(CN1CCC(c2nc3ccccc3s2)CC1)N1CCOCC1	13	0.2	-0.1	8
CCN(CC)S(=O)(=O)c1nnc(NC(=O)c2cccc(C)c2)s1	3	1.2	0.1	-10
CCOC(=O)CCNC(=O)N1CCCC(N(C)CCc2ccc(OC)c(OC)c2)C1 (stereo not given)	8	-1.1	-0.1	3
Cc1ccc(C)c(Cc2c(C)nc3nc(SCC(=O)Nc4ccccc4C(F)(F)F)nn3c2C)c1	14	2.4	0.1	8
CCCCSc1nnc2c(n1)OC(c1ccncc1)Nc1ccccc1-2 (stereo not given)	10	-0.5	0.1	-11
CCN(CC)C(=O)CN(c1ccc(OC)cc1)S(=O)(=O)c1ccc(C)c([N+](=O)[O-])c1	8	-0.1	0.0	12
